Assay outcomes as filed in PubChem BioAssay.
IDE cell activ – human IDE activators in live cells, primary screen, fluorescence polarization, HEK cells, FAbeta-B substrate | activation, % at 5.96 µM | 0.073% of 340,000 active | FAbeta-B cleavage; 0% vehicle, 100% cell-free pure enzyme wells | AID 493087, 2011 | Insulin-degrading enzyme (Homo sapiens), P14735;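 active = activation above the mean of all tested compounds plus 3 SD, set per screening campaign, cut at about 17% in these data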
IDE inh – human IDE inhibitors in live cells, primary screen, fluorescence polarization, HEK cells, FAbetaB substrate. 0.41% of 320,000 active. AID 434962, 2010. Insulin-degrading enzyme (Homo sapiens), P14735. FAbetaB cleavage. inhibition, % at 5.59 µM;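 active = percent inhibition above the average of all tested compounds plus 3 SD, set per screening campaign, cut at about 16% in these data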;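 also: IDE supplied by intact live HEK cells; FP after avidin binding of uncleaved biotin substrate so inhibition keeps polarization high; 0% = DMSO wells and 100% = 60 µM reference IDE inhibitor Ii1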
UBC9 SUMO inh – inhibitors of in vitro SUMOylation cascade, primary screen, biochemical, HTRF, uHTS. inhibition, % at 35 µM. SUMO-conjugating enzyme UBC9 (Homo sapiens), P63279. HTRF SUMOylation assay, SAE1/SAE2 + UBC9. AID 2006, 2009. 0.36% of 290,000 active; in the data active = inhibition above about 50%, passing the limit was not always enough; also: strong numbers were not always called active
Target sequence (P63279 whole entry, looked up): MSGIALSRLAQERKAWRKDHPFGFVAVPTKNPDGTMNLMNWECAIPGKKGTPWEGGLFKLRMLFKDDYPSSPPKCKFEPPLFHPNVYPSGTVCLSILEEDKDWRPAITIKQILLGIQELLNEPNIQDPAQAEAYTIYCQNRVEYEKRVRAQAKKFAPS
M18AAP inhibitor – PfM18AAP inhibitors, malaria aminopeptidase, primary screen, biochemical, QFRET, recombinant enzyme; H-Glu-NHMec fluorogenic cleavage; inhibition, % at 7.35 µM; 1.2% of 290,000 active;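 active = inhibition above the campaign mean inhibition over all tested compounds plus 3 SD, cut at about 28% in these data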;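 also: 0% = plate median of test compound wells and 100% = 2 mM ZnCl2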
MEKK2mut PB1 HTS – MEK5 binding signal on mutant MEKK2 PB1, primary screen, biochemical, multiplex bead flow cytometry, Alexa488-MEK5; 0.35% of 290,000 active; Alexa488-MEK5 binding to MEKK2 mutant; percent response, % at 10 µM; AID 1530, 2009; in the data active = percent response above about 24%, passing the limit was not always enough; also: inactives centre near 1; some results filed as inactive read as strong as hits; reference of the scale not given here
MEKK2wt PB1 HTS – modulators of MEK5 binding to wildtype MEKK2, primary screen, biochemical, multiplex bead flow cytometry, Alexa488-MEK5 | Mitogen-activated protein kinase kinase kinase 2 (Homo sapiens), Q9Y2U5 | Alexa488-MEK5 binding to MEKK2 WT; actives lie on both sides | binding response (% of control), % at 10 µM | 1.1% of 290,000 active; in the data active = binding response below about 67% or above about 130%
MEKK3 PB1 HTS – modulators of MEKK3-MEK5 PB1 binding, primary screen, biochemical, wildtype MEKK3, multiplex bead flow cytometry, Alexa488-MEK5. bead-based flow cytometry, Alexa488-MEK5 binding to MEKK3; actives lie on both sides; 0 = blocked by unlabeled MEK5, 100 = vehicle. 1.4% of 290,000 active. binding response (% of control), % at 10 µM. Mitogen-activated protein kinase kinase kinase 3 (Homo sapiens), Q99759;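 active = binding response more than 3 SD above or below the average of its plate-row segment, actives on both sides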;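 also: Alexa488 bead fluorescence after subtracting the streptavidin-only scavenger bead signal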
Target sequence (Q99759 whole entry, looked up): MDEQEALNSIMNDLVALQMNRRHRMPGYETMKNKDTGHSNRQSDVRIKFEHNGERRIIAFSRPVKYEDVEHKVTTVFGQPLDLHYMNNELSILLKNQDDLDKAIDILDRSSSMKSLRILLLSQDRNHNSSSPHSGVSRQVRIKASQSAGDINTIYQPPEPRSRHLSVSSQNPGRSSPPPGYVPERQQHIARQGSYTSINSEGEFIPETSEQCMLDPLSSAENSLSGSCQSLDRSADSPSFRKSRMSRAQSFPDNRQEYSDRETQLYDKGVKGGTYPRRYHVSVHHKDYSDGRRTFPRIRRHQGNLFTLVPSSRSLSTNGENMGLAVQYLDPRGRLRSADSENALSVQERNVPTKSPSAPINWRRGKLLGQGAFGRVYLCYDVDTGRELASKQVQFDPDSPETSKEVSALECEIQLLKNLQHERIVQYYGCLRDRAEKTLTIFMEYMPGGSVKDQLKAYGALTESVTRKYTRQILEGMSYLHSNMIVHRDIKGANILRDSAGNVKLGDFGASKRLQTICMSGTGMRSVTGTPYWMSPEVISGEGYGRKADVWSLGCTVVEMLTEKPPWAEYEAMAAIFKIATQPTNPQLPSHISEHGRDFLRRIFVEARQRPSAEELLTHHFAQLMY
pCIP destab – p/CIP-EGFP fusion destabilizers, primary screen, fluorescence, F442A cells; Q05BA5; 16 h; decrease of EGFP signal, % at 10 µM; 0.01% of 290,000 active; AID 1984, 2009;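 active = EGFP signal decrease of at least 30% at 10 µM or well 3 SD below plate mean, unless failing retest; inactive = the rest, including hits failing retest or dose response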; also: some compounds called inactive have numbers as strong as hits; many of its hits are not listed in these tables
NALP1 yeast inh – NALP1 inflammasome inhibitors in reconstituted yeast, colorimetric, S. cerevisiae, triplicate retest. AID 2071, 2009. 0.61% of 280,000 active. S. cerevisiae NALP1/ASC/caspase-1 growth, X-gal OD620, 72 h. inhibition, % at 10 µM; in the data active = inhibition mostly above about 24%, no sharp cut-off; inactive = mostly below about 32%; also: some compounds called inactive have numbers as strong as hits
Starred values were filed as active, the others as inactive; . = not tested or not shown.

IDE cell activ,IDE inh,structure,UBC9 SUMO inh,M18AAP inhibitor,MEKK2mut PB1 HTS,MEKK2wt PB1 HTS,MEKK3 PB1 HTS,pCIP destab,NALP1 yeast inh
0,0,CCOC(=O)c1ccc2c(c1)NCc1cccc(OC)c1O2,10,3,10,98,110,8,19
3,1,Cc1ccc(C)c(N2CCN(C(=O)C34CC5CC(C3)CC(n3nnc(C)n3)(C5)C4)CC2)c1,16,-13,-4,91,100,-3,4
-2,-3,COC(=O)C(CO)Nc1ncnc2onc(-c3ccc(F)cc3)c12 (stereo not given),-4,0,2,102,100,8,5
6,.,Fc1ccc(C2CC(c3cccs3)=NN2c2ccccc2)cc1 (stereo not given),19,12,-1,95,95,-13,-4
7,3,N#CC(=NCc1cccnc1)C1=C(O)c2ccccc2C1=O,14,7,-4,99,99,4,16
2,-3,NS(=O)(=O)c1ccc(N/N=C/c2ccc3c(c2)OCO3)c([N+](=O)[O-])c1,12,3,8,100,100,2,6
4,4,COc1ccc(C(=O)OCC(N)=O)cc1[N+](=O)[O-],-12,1,5,108,107,1,30
-3,3,Cn1cc([N+](=O)[O-])c(C(=O)N/N=C/c2cc3c(cc2Br)OCO3)n1,30,-3,-6,94,96,-19,9
7,5,CCOc1ccc(NC(=O)CSc2nnc(CCNC(=O)c3ccc(OC)cc3)n2C)cc1,20,4,10,104,102,-9,5
-5,2,O=C(NC1CCCCC1)C(c1ccccc1F)N(Cc1ccco1)C(=O)Cn1nnc2ccccc21 (stereo not given),5,-1,.,.,.,-11,-11
4,2,Cc1nn(C)cc1C(=O)Nc1ccccc1Br,18,0,-2,103,105,3,29
-13,21*,Cc1ccccc1-n1c(SCc2csc(Nc3ccccc3)n2)nnc1-c1cccnc1,2,7,17,102,100,-8,-4
1,2,CC(C)C(=O)N(c1ccc(F)cc1)C1C=CS(=O)(=O)C1 (stereo not given),-3,-8,.,.,.,-7,13
3,3,Cc1cccc(CSc2nnc(Cn3c(=O)sc4ccccc43)n2C)c1,-1,-11,-4,96,94,-13,4
3,-1,O=C(NC(=O)c1ccc(F)cc1)Nc1nc(-c2cccs2)cc(C(F)(F)F)n1,5,4,-8,76,66,-26,30
7,4,CC(C)C(CC(=O)NCc1ccco1)c1ccco1 (stereo not given),0,5,-1,106,104,6,29
0,13,CCOc1ccc2[nH]c3c(NCCOC)ncnc3c2c1,4,3,5,104,104,1,2
-1,6,C#CC1(NC(=O)NS(=O)(=O)c2ccc(C)cc2)CCCCC1,5,3,7,107,104,0,12
7,5,CCOc1cc(S(=O)(=O)n2nc(C)cc2C)ccc1Br,-1,-2,-3,96,98,6,-3
1,3,O=C(NC(=S)NC1CCN(Cc2ccccc2)CC1)c1ccc(F)cc1,0,5,2,110,103,-7,13

Part of the list above, bar-delimited:
SMILES | IDE cell activ | IDE inh | UBC9 SUMO inh | M18AAP inhibitor | MEKK2mut PB1 HTS | MEKK2wt PB1 HTS | MEKK3 PB1 HTS | pCIP destab | NALP1 yeast inh
Cc1ccccc1-n1c(SCc2csc(Nc3ccccc3)n2)nnc1-c1cccnc1 | -13 | 21* | 2 | 7 | 17 | 102 | 100 | -8 | -4
CC(C)C(=O)N(c1ccc(F)cc1)C1C=CS(=O)(=O)C1 (stereo not given) | 1 | 2 | -3 | -8 | . | . | . | -7 | 13

Ordered by length of the SMILES (ascending): 14 of the compounds above
IDE cell activ,IDE inh,structure,UBC9 SUMO inh,M18AAP inhibitor,MEKK2mut PB1 HTS,MEKK2wt PB1 HTS,MEKK3 PB1 HTS,pCIP destab,NALP1 yeast inh
4,2,Cc1nn(C)cc1C(=O)Nc1ccccc1Br,18,0,-2,103,105,3,29
7,4,CC(C)C(CC(=O)NCc1ccco1)c1ccco1 (stereo not given),0,5,-1,106,104,6,29
0,13,CCOc1ccc2[nH]c3c(NCCOC)ncnc3c2c1,4,3,5,104,104,1,2
7,5,CCOc1cc(S(=O)(=O)n2nc(C)cc2C)ccc1Br,-1,-2,-3,96,98,6,-3
6,.,Fc1ccc(C2CC(c3cccs3)=NN2c2ccccc2)cc1 (stereo not given),19,12,-1,95,95,-13,-4
4,4,COc1ccc(C(=O)OCC(N)=O)cc1[N+](=O)[O-],-12,1,5,108,107,1,30
-1,6,C#CC1(NC(=O)NS(=O)(=O)c2ccc(C)cc2)CCCCC1,5,3,7,107,104,0,12
3,3,Cc1cccc(CSc2nnc(Cn3c(=O)sc4ccccc43)n2C)c1,-1,-11,-4,96,94,-13,4
1,3,O=C(NC(=S)NC1CCN(Cc2ccccc2)CC1)c1ccc(F)cc1,0,5,2,110,103,-7,13
-13,21*,Cc1ccccc1-n1c(SCc2csc(Nc3ccccc3)n2)nnc1-c1cccnc1,2,7,17,102,100,-8,-4
7,5,CCOc1ccc(NC(=O)CSc2nnc(CCNC(=O)c3ccc(OC)cc3)n2C)cc1,20,4,10,104,102,-9,5
-3,3,Cn1cc([N+](=O)[O-])c(C(=O)N/N=C/c2cc3c(cc2Br)OCO3)n1,30,-3,-6,94,96,-19,9
-5,2,O=C(NC1CCCCC1)C(c1ccccc1F)N(Cc1ccco1)C(=O)Cn1nnc2ccccc21 (stereo not given),5,-1,.,.,.,-11,-11
3,1,Cc1ccc(C)c(N2CCN(C(=O)C34CC5CC(C3)CC(n3nnc(C)n3)(C5)C4)CC2)c1,16,-13,-4,91,100,-3,4

(continued)
IDE cell activ,IDE inh,structure,UBC9 SUMO inh,M18AAP inhibitor,MEKK2mut PB1 HTS,MEKK2wt PB1 HTS,MEKK3 PB1 HTS,pCIP destab,NALP1 yeast inh
5,-2,CCc1cc(-c2n[nH]c(C)c2-c2nc3ccccc3n2C)c(O)c(CN2CCN(C)CC2)c1O,-5,6,-5,92,87,2,-1
.,6,Cc1nc(C)c(C(=O)O)c(-c2cccs2)c1C(=O)O,19,-6,2,104,104,-10,.
0,6,COc1ccccc1N1CCN(C2CCN(C(=O)c3cc(OC)c(OC)c(OC)c3)CC2)CC1,12,1,6,105,102,6,19
0,7,Cc1ccccc1NC(=O)Cc1nc(COC(=O)c2cc(Cl)ccc2O)cs1,9,-2,8,105,101,1,7
-6,-8,Cc1cc(=O)oc2cc(OCC(=O)OCC(=O)Nc3ccccc3Br)ccc12,31,-8,-28,87,85,1,20
7,-3,CCCn1c(=O)c2c(nc3n2CCN3Cc2ccco2)n(C)c1=O,-4,-4,12,115,108,1,-6
-2,0,Cc1cccc(C(=O)NNC(=O)c2ccc(Br)cc2)c1,-12,2,-8,100,100,4,6
2,0,COc1cc2c(cc1NC(=O)CCCCCN1C(=O)CCC1=O)oc1ccccc12,-6,-10,4,105,102,-5,33
-2,3,O=C(NCCN1CCN(c2ccccc2F)CC1)C1CC(=O)N(C2CCCC2)C1 (stereo not given),-2,-9,0,97,97,5,8
2,-4,C=CCn1c(SCc2cccc(OC)c2)nnc1-c1ccncc1,11,-5,10,102,101,-12,3
-1,-1,Nc1cc(C(=O)OCC(=O)NCc2ccco2)ccc1Cl,6,3,-5,101,90,15,25
3,5,O=C(O)C1C2C=CC(C2)C1C(=O)NCc1ccc2c(c1)OCO2 (stereo not given),4,-2,-4,99,96,3,9
3,-2,NS(=O)(=O)c1ccc(CCNc2cc(=O)n(Cc3ccc(F)cc3)c(=O)[nH]2)cc1,-3,-2,-1,98,103,-1,-4
2,1,O=C(O)CN1C(=O)/C(=C\c2cccc(OCc3ccc(Cl)cc3)c2)SC1=S,28,4,2,107,107,-6,.
1,0,CCOC(CCn1c(SCC(=O)NC2CCCC2)nc2ccccc2c1=O)OCC,3,-5,3,98,103,7,8
7,-4,CC(C)c1nnc(NC(=O)CCS(=O)(=O)Cc2ccccc2)s1,8,1,4,107,103,-2,6
-2,2,CC1Oc2ccccc2N(CC(=O)Nc2ccc(F)cc2)C1=O (stereo not given),-13,0,12,109,107,-6,11
1,-1,COc1ccc(NCC(=O)N/N=C2\CCc3ccccc32)cc1,2,-5,-1,97,97,-22,-6
3,3,CCN(CCNC(=O)C1CCCN(Cc2nc(-c3ccc(OC)cc3)oc2C)C1)c1ccccc1 (stereo not given),-5,2,12,134,106,-3,0
0,9,Cc1cccc(N2CCN(C(=O)c3ccc(CS(=O)(=O)c4ccccc4C)o3)CC2C)c1 (stereo not given),18,2,0,98,97,-16,5

Remaining list, next part.
IDE cell activ,IDE inh,structure,UBC9 SUMO inh,M18AAP inhibitor,MEKK2mut PB1 HTS,MEKK2wt PB1 HTS,MEKK3 PB1 HTS,pCIP destab,NALP1 yeast inh
1,-4,CCOC(=O)c1cnc2cc(C)nn2c1-c1ccccc1,6,3,0,101,101,-9,-2
1,1,CCc1nc(SCC(=O)Nc2cc(OC)ccc2OC)c2c(C)c(C)sc2n1,-22,8,-1,96,100,-3,2
4,-3,CCCCn1c(C(C)NC(=O)CC)nc2ccccc21 (stereo not given),-2,10,11,116,113,-3,.
3,2,Cc1ccccc1N=Nc1c(O)n(C)c2ccccc12,1,9,4,106,106,-21,.
1,1,Cn1c(Sc2ccc([N+](=O)[O-])cc2C(F)(F)F)nnc1-c1ccccc1,10,0,-3,100,97,-7,8
2,1,O=C(O)/C=C/C(=O)NCCc1ccc(Cl)cc1,9,-9,4,100,104,-18,17
3,11,Cc1ccc(NC(=O)CCNS(=O)(=O)c2cccc3nonc23)cc1,-7,-5,3,119,110,3,5
7,-2,O=C(O)C1CC=CCC1C(=O)Nc1ccccc1 (stereo not given),-8,9,2,102,98,9,-2
2,-5,O=C(NNc1nc2c(F)cc(F)cc2s1)C1COc2ccccc2O1 (stereo not given),-16,0,0,107,105,-29,14
6,-2,O=C(CSc1nccc(=O)[nH]1)N1CCc2ccccc2C1,8,1,-5,93,88,2,3
5,4,CC(C)c1nc(-c2c(N)n(C)c(=O)n(C)c2=O)sc1C(=O)C(C)(C)C,-3,4,-1,100,98,-5,44
5,-2,CCOC(=O)C1=NN(c2ccccc2)C(=O)C1,2,6,-7,81,88,-7,-8
-1,.,Cc1ccc(-n2ncc3c(SCc4cccnc4)ncnc32)c(C)c1,9,0,2,120,121,-21,-26
2,-1,Cc1cc(N2CC(C(=O)NCc3cccnc3)CC2=O)ccc1C(C)C (stereo not given),-2,4,-23,80,86,-11,.
-1,5,Cn1ncc2c(N3CCOCC3)ncnc21,-2,-12,-4,95,97,4,6
-5,1,Cc1ccc(C(=O)CC(SCC(=O)O)c2ccc([N+](=O)[O-])cc2)cc1 (stereo not given),7,20,.,.,.,6,-24
1,-1,Cc1ccccc1/C=N/Nc1nc2ccccc2c(=O)n1O,5,31*,-20,94,90,-6,.
6,-5,Cn1cc(CN(CCCN2CCOCC2)C(=S)Nc2cccc(Cl)c2)c2ccccc21,-23,-4,-2,99,94,-8,22
4,0,CCOC(=O)C1=C(C)NC2=C(C(=O)OC2)C1c1ccccc1 (stereo not given),14,-5,-3,103,108,3,-13
0,-3,O=C(NNc1nc(-c2ccc(Cl)cc2)cs1)c1ccco1,11,16,-1,97,98,-3,5
4,-2,O=C(NNc1ncccc1Cl)c1c(Cl)cccc1Cl,-43,7,-2,97,102,7,-15
2,6,CN(C)C(=O)CSc1n[nH]c(=O)n1CCc1ccccc1,-3,-6,-3,95,96,0,17

This is a subset; count on the stated rates, not on these rows.
